HEK293 tox – cytotoxic in the GLP-1 receptor inverse agonist counter-screen; Potency, µM (series often up to 38.3 µM), without a hit: top-dose activity change, negative = inhibition, actives largely listed as inhibitors; hit rate 0.13% among 410,000; HEK293 cAMP-luciferase reporter cells, luminescence, 24 h; AID 624418;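 also: loss of luciferase light is scored as toxicity; % is scaled to controls: 0 for no effect and ±100 for the full control effect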
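Here, cytotoxicity is scored as loss of luminescence. The MLSMR collection was tested on cells seeded in medium containing 10% Nu serum, with a 24 hr compound exposure preceded by 12 hours of culture.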
GLP-1R inv ag – inverse agonists of human GLP-1 receptor; P43220; HEK293 GLP-1R CRE-luciferase, luminescence, 24 h; GLP-1R form is constitutively active; Potency, µM (doses to about 38.3 µM), for the others: top-dose activity change, negative = inhibition, usual class: inhibitors; hit rate 1.6% among 410,000; also: % is scaled to controls: 0 for no effect and ±100 for the full control effect; nearly all actives have a fitted effect of over 55% in size
Target sequence (P43220 whole entry, looked up): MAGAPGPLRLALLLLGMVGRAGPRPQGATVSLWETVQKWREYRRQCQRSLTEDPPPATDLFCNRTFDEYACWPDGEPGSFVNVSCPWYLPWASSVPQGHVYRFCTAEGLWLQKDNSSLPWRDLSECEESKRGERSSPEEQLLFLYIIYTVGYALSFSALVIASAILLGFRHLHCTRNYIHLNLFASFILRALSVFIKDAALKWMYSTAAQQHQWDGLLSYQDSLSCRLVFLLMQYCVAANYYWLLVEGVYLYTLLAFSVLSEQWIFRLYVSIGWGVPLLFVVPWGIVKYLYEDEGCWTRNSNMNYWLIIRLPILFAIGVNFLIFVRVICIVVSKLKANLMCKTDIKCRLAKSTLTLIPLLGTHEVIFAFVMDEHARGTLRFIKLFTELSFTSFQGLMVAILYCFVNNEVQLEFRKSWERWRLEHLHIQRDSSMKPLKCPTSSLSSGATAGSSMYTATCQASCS
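Seeding at 200 cells/uL, 12 h culture, 24 hr compound treatment, then luciferase reagent and a luminescence read; cells are HEK293 stably expressing a constitutively active GLP-1R plus cAMP-responsive luciferase.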
SW480 rerep – DNA re-replication induction in SW480 cells. SW480 DNA re-replication, Hoechst DNA content imaging, 48 h. Potency, µM (series often up to 46.1 µM), for inactives: at the top dose re-replication activation, actives largely listed as activators. hit rate 1.8% among 340,000; also: % of control where 0% means no effect; nearly all actives have a fitted effect of over 55% in size
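Readout is total intensity of Hoechst-stained nuclei, excited at 405 nm and collected at 500-530 nm. Compound treatment lasted 48 hr at 37 C in 5% CO2 before staining.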
GLP-1R agonist – agonists of human GLP-1 receptor. P43220. HEK293 GLP-1R CRE-luciferase, luminescence, 4-6 h; cells express a hypersensitive GLP-1R form. Potency, µM (titrated, usually from 45.6 µM), for inactives: at the highest dose activation, most hits filed as activators. hit rate 0.007% among 380,000; also: % of control where 0% means no effect
HT1080-NT tox – kills 2HG-producing HT-1080-NT fibrosarcoma cells | HT-1080-NT fibrosarcoma viability, CellTiter-Glo ATP luminescence, 48 h | Potency, µM (highest dose often 46.1 µM), for inactives: top-dose activity, negative = less viability, hits mostly cytotoxic | hit rate 1.6% among 360,000;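 also: NT is the 2HG producing partner of a matched IDH1 knockdown line; 0% = DMSO-treated cells and -100% = media-only wells without cells; nearly all actives have a fitted effect of over 55% in size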
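Viability of the 2HG-overproducing fibrosarcoma line after 48 hours of compound exposure at 37 degrees C was determined by luminescence with CellTiter-Glo, and concentration-effect curves were then fitted and categorized.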
TDP43 rescue – TDP-43 toxicity inhibition in yeast; TDP-43 expressing yeast growth rescue, BacTiter-Glo, 24 h; Potency, µM (highest dose often 46.1 µM), for inactives: at the highest dose growth rescue (activation), hits mostly activators; hit rate 1.8% among 410,000; AID 652104; also: % of control where 0% means no effect; nearly all actives have a fitted effect of over 50% in size
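Growth rescue of TDP-43-toxic yeast measured as ATP luminescence (BacTiter-Glo). Cells grown to mid-log in raffinose, induced in galactose at OD600=0.02, exposed to compound 24 hr at 30 deg C.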
KB-V1 MDR tox – kills drug-selected multidrug resistant KB-V1 cells. Potency, µM (highest dose often 46.1 µM), inactives show top-dose activity change, negative = cytotoxicity, hits mostly cytotoxic. hit rate 3.4% among 400,000. KB-V1 MDR cells viability, CellTiter-Glo, 72 h; also: % is scaled to controls: 0 for no effect and ±100 for the full control effect; nearly all actives have a fitted effect of over 60% in size
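Luminescent ATP read-out (CellTiter-Glo, 10 min) measures survival of drug-selected KB-V1 MDR cells after 72 h, 37 degrees C compound exposure. Medium: phenol-red-free DMEM, 10% FBS. Values from fitted concentration-response curves.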
HT1080 IDH1KD tx – HT-1080 IDH1 knockdown cell toxicity (counter line); AID 686971; HT-1080 IDH1 knockdown viability, ATP luminescence, 48 h; Potency, µM (top dose mostly 46.1 µM), for inactives: at the top dose activity, negative = toxicity, most hits filed as cytotoxic; hit rate 2% among 360,000;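 also: 0% = DMSO wells and -100% = cell-free medium wells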
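Viability of IDH1-knockdown HT-1080 fibrosarcoma cells was assessed by CellTiter-Glo after 48 h at 37 °C with titrated compound; concentration-effect curves were classified by fit quality and response size.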
KB-3-1 tox – kills parental KB-3-1 adenocarcinoma cells; KB-3-1 viability, CellTiter-Glo ATP luminescence, 72 h; Potency, µM (highest dose often 46.1 µM), for the others: top-dose activity change, negative = cytotoxic, most hits filed as cytotoxic; hit rate 1.4% among 400,000; AID 1347075; also: % is scaled to controls: 0 for no effect and ±100 for the full control effect; nearly all actives have a fitted effect of over 60% in size
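Cytotoxicity measured as CellTiter-Glo luminescence after 72 h at 37 C. Compound titrations were pinned onto drug-naive KB-3-1 parental adenocarcinoma cells grown in DMEM with 10% FBS, and normalized data fitted to concentration-response curves.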
* hit, by the source's call; ? = inconclusive; · = not tested or not shown; [ ] = remark or other dose. Calls follow the shape of the dose curve; as a rule, active = well fitted curve in the direction sought with a large enough effect; inconclusive = small, poorly fitted or top-dose-only effect, or another doubt; inactive = no such curve, though single readings can be large; an effect the other way counts as inactive or inconclusive. Potency is read from the fitted curve at half-maximal effect. Hits appear at their usual frequency. Share with any hit: about 9.4%.

SMILES	HEK293 tox	GLP-1R inv ag	SW480 rerep	GLP-1R agonist	HT1080-NT tox	TDP43 rescue	KB-V1 MDR tox	HT1080 IDH1KD tx	KB-3-1 tox
O=C(Nc1ccc2c(c1)OCO2)C1CC(=O)N(c2ccc3c(c2)OCCO3)C1 (configuration not stated)	-3%	-10%	18%	9%	14%	14%	3%	3%	2%
Cc1cccnc1Nc1nc(-c2ccc(O)c(O)c2)cs1	20%	19%	11%	3%	-29%	22%	-10%	-22%	0%
O=C(O)CSCC(=O)Nc1ccc(Cl)cc1C(F)(F)F	3%	8%	-8%	0%	1%	-2%	23%	23%	6%
COc1ccc(S(=O)(=O)N(CC(C)C)CC(C)C)c2cccnc12	3%	10%	-2%	10%	0%	20%	-14%	-2%	-22%
Cc1ccc(NC(=O)c2cc(-c3ccccc3)n[nH]2)cc1	-22%	-22%	-4%	10%	1%	16%	?	2%	18%
Clc1ccc(C(c2nnnn2C2CCCC2)N2CCSCC2)cc1 (configuration not stated)	-13%	0%	-3%	3%	-10%	18%	-6%	-24%	28%
CCN(CC)S(=O)(=O)c1ccc(NC(=O)COC(=O)CN2C(=O)c3ccccc3C2=O)cc1	0%	8%	-2%	-11%	-1%	6%	14%	13%	0%
CCC(C(=O)Nc1ccc(C(=O)N2CCCC2)cc1)c1ccccc1 (configuration not stated)	0%	?	2%	3%	6%	6%	?	6%	-9%
CCc1ccc(NC(=O)Cn2nnc(C(=O)NCCc3ccccc3)c2N)cc1	-5%	-2%	·	0%	·	14%	?	·	-1%
Cc1nccn1CCC(=O)NC1CC(C)(C)Cc2c1cnn2-c1ccccc1 (configuration not stated)	0%	5%	·	7%	5%	20%	-1%	7%	10%
c1cncc(COC2CCCN(Cc3nc(-c4cccs4)no3)C2)c1 (configuration not stated)	-7%	-3%	-2%	16%	1%	-1%	?	-4%	-1%
CCOc1cc2[nH]c(=S)n(CCCCC(=O)NCc3ccco3)c(=O)c2cc1OCC	7%	0%	-9%	-2%	-4%	-16%	13%	-21%	17%
CCc1ccccc1NC(=O)C1CC(c2ccc(OC)cc2)=NO1 (configuration not stated)	30%	?	-13%	2%	-8%	?	-5%	-2%	-2%
COc1ccc(C2=Nn3c(nnc3C3CCCCC3)SC2)cc1OC	2%	105%[activator]	2%	3.2µM*	?	?	-13%	?	-13%
COc1ccc2cc(-c3[nH]ncc3CN3CCCCO3)ccc2c1	5%	-2%	0%	?	-16%	26%	?	-12%	8%

Rewritten bar-delimited: part of the list above.
Structure | HEK293 tox | GLP-1R inv ag | SW480 rerep | GLP-1R agonist | HT1080-NT tox | TDP43 rescue | KB-V1 MDR tox | HT1080 IDH1KD tx | KB-3-1 tox
CCc1ccc(NC(=O)Cn2nnc(C(=O)NCCc3ccccc3)c2N)cc1 | -5% | -2% | · | 0% | · | 14% | ? | · | -1%
Cc1nccn1CCC(=O)NC1CC(C)(C)Cc2c1cnn2-c1ccccc1 (configuration not stated) | 0% | 5% | · | 7% | 5% | 20% | -1% | 7% | 10%
c1cncc(COC2CCCN(Cc3nc(-c4cccs4)no3)C2)c1 (configuration not stated) | -7% | -3% | -2% | 16% | 1% | -1% | ? | -4% | -1%
CCOc1cc2[nH]c(=S)n(CCCCC(=O)NCc3ccco3)c(=O)c2cc1OCC | 7% | 0% | -9% | -2% | -4% | -16% | 13% | -21% | 17%

(next part)
SMILES	HEK293 tox	GLP-1R inv ag	SW480 rerep	GLP-1R agonist	HT1080-NT tox	TDP43 rescue	KB-V1 MDR tox	HT1080 IDH1KD tx	KB-3-1 tox
O=C(Nc1ccc(-c2nc3ncccc3o2)cc1)c1ccc(Br)o1	1%	54%[activator]	?	-5%	0%	9%	-13%	-9%	0%
CCn1c(SCC(=O)NCc2ccco2)nnc1-c1ccc(N)cc1	19%	4%	2%	18%	2%	-5%	0%	-2%	3%
COc1cccc(C(C)(O)c2nc(-c3ccccc3C)cs2)c1 (configuration not stated)	1%	?	·	-7%	?	15%	-1%	?	0%
c1ccc(-c2cccc(-c3ccccn3)n2)nc1	?	0%	?	10%	?	?	1.8µM*	0.28µM*	?
CCN(Cc1ccccc1)C(=O)c1[nH]c2ccc(OC)cc2c1C	-11%	?	1%	19%	-7%	?	-2%	8%	7%
O=C(Nc1cccc(-c2ccc(N3CCOCC3)nn2)c1)c1ccc(F)cc1F	-3%	21%	-59%[inhibitor]	7%	10%	-17%	0%	3%	0%
Cc1ccc2oc(=O)c3cc(C(=O)NCCCN4CCc5ccccc5C4)sc3c2c1	0%	9%	4%	7%	0%	23%	14%	-3%	11%
O=C(NC1CCCC1)c1nc2c(nnn2Cc2ccccc2Cl)c(=O)[nH]1	?	?	-8%	7%	-6%	15%	-9%	18%	11%
Cc1cc(CN2CCC(n3nccc3NC(=O)c3ccccc3C)CC2)n[nH]1	-6%	0%	-9%	-6%	-1%	-7%	4%	5%	21%
COc1cc(NC(N)=S)c(OC)cc1Cl	-12%	0%	-1%	-2%	1%	-6%	1%	1%	?
O=C(c1ccc(F)cc1)N1CCC(N2CCOCC2)CC1	-6%	9%	-6%	-5%	22%	2%	29%	15%	7%
COCCn1c(=O)[nH]c2cc(C(=O)NCCc3ccc(OC)c(OC)c3)ccc2c1=O	24%	6%	-12%	2%	-2%	-5%	-1%	-5%	-2%
Cc1cccc(NC(=O)c2ccc3c(c2)CCN3S(C)(=O)=O)c1C	4%	6%	-8%	10%	5%	-30%	2%	2%	1%
COc1ccc(-n2cnnc2SCC(=O)NC2CC2)cc1	-16%	17%	·	9%	-1%	8%	21%	5%	0%
Cc1ccccc1NS(=O)(=O)c1ccc(C(=O)OCC(=O)NCC(C)C)cc1	-5%	8%	-4%	2%	-1%	-3%	0%	5%	3%
CC(=O)c1ccc(N2CCN(C(=O)CCC(=O)Nc3ccc4nc(N5CCN(C)CC5)cc(C)c4c3)CC2)cc1	-28%	?	?	16%	-27%	9%	-3%	23µM*	1%
COc1ccc(Cc2nnc(Nc3c(C)cccc3C)o2)cc1OC	-1%	14%	-3%	4%	-2%	5%	-17%	-10%	25%
COCCCN1C(=O)C(CC(=O)NCCN2CCOCC2)CC(C(=O)N(C(C)C)C(C)C)=C1C (configuration not stated)	8%	28%	·	-4%	8%	-21%	2%	17%	0%
O=C(O)CCC(=O)N1CCc2cc(S(=O)(=O)N3CC=C(c4ccccc4)CC3)ccc21	-21%	0%	-12%	-1%	15%	10%	10%	-9%	?
COc1ccc(-c2nc3cc(NC(=O)c4ccc5c(c4)OCO5)ccc3o2)cc1	47%[activator]	16%	2%	6%	2%	6%	2%	-1%	-3%
COc1ccc(C(=O)Oc2ccc3ccc(=O)oc3c2)cc1	80%[activator]	9%	-90%[inhibitor]	10%	-1%	-9%	-3%	-12%	-7%
N#Cc1ccccc1OCC(=O)OCC(=O)NC1CCCCC1	9%	13%	-7%	-11%	9%	20%	0%	16%	6%
O=C(Cn1cnc2c(cnn2-c2ccc(F)cc2)c1=O)NCCc1ccccc1	-5%	6%	?	-4%	-2%	-36%[inhibitor]	?	2%	5%
CC(C)=NN/C(N)=N/C(=S)Nc1ccc(C)cc1	-1%	-2%	-7%	-9%	1%	0%	-11%	1%	-62%
N#Cc1ccccc1Cn1c(=O)n(Cc2ccc(C(=O)NCc3ccco3)cc2)c(=O)c2ccccc21	-26%	0%	?	1%	?	-9%	0%	?	-16%
COc1ccc(/C=N/NC(=O)c2cc3cc(OC)c(OC)cc3[nH]2)cc1	-17%	-1%	-3%	18%	-1%	14%	12%	8%	-4%
CN(C)S(=O)(=O)c1cccc(C(=O)Nc2n[nH]c(C(F)(F)F)n2)c1	-13%	-1%	-8%	0%	0%	5%	21%	9%	-2%
CC1=CC(C)C(C[N+]2(C)CCCCC2)C(C)C1 (configuration not stated)	0%	-2%	2%	2%	3%	0%	6%	3%	-6%
CCCC(=O)NC1=C(C#N)C2(CCCCC2)Cc2ccccc21	0%	-17%	6%	-15%	10%	?	-1%	10%	6%
CNC(=S)NNC(=O)Cn1ccc(C)n1	-15%	-1%	1%	-11%	1%	-16%	-3%	13%	19%
N/C(=N\OC(=O)c1ccccc1Br)c1ccc([N+](=O)[O-])cc1	?	2%	7%	23%	?	?	12%	-7%	1%
COc1ccc(-c2ccncc2)cc1OC	·	·	-6%	-4%	·	·	-8%	·	-2%
COc1ccc(OC)c(NC(=O)c2cc(OC(C)=O)cc(C(=O)Nc3cc(OC)ccc3OC)c2)c1	12%	19%	?	-6%	-24%	1%	?	-17%	-19%
CCOc1ccc(C(=O)COC(=O)c2cc([N+](=O)[O-])ccc2N2CCOCC2)cc1	-27%	2%	4.1µM*	?	?	8%	?	?	?
FC(F)(F)c1cnc(NNC(=S)Nc2ccc(Cl)cc2)c(Cl)c1	?	?	?	-6%	?	17%	0%	?	?
Cc1cc(Sc2ncnc(N)c2[N+](=O)[O-])ncn1	?	?	?	-2%	13µM*	22µM*	?	7.3µM*	4.6µM*
Cc1ccc2oc(-c3ccc(NC(=O)c4cccnc4)cc3)nc2c1	-22%	-9%	-1%	-32%[inhibitor]	-4%	?	0%	-1%	-2%
Cc1cc(=O)n2[nH]c(-c3ccsc3-n3c(C)ccc3C)cc2n1	-5%	26%	2%	17%	0%	-1%	2%	3%	11%
Cc1cccc2c1CC(C)(C)N=C2C1=C(O)CC(C)(C)CC1=O	-5%	23%	3%	1%	5%	1%	7%	6%	9%
CCC(C)NC(=O)C1c2cc(OC)c(OC)cc2C(=O)N(C)C1c1cccs1 (configuration not stated)	-3%	8%	-9%	-7%	9%	14%	-5%	10%	12%
O=C1Nc2ccccc2Oc2cc([N+](=O)[O-])cc(Oc3ccccc3)c21	-5%	23%	16%	5%	-1%	-29%	-6%	-12%	-22%
COc1ccccc1Nc1ccc2c(O)cc(S(=O)(=O)O)cc2c1	-17%	-10%	-13%	0%	-6%	-21%	-10%	-2%	-7%

Screens deposited in PubChem by National Center for Advancing Translational Sciences (NCATS).
